Screening data deposited in PubChem by several laboratories.
HTR1A agonist: human 5-HT1a receptor agonists, primary screen, cell-based, CHO, Ga15 NFAT-bla reporter; activation, % at 10 µM; CHO 5-HT1a Ga15 NFAT-bla reporter, FRET ratio; 0% basal, 100% maximal reference agonist; 0.56% of 65,000 active; 5-hydroxytryptamine receptor 1A (Homo sapiens), P08908;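 active = activation above the screen-wide mean activation plus 3 SD, cut at about 19% in these data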;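 note: 0% = DMSO wells and 100% = 5-CT at EC100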
NADH coupling: inhibitors of PK/LDH coupling enzymes, profiling panel, artefact control, biochemical, MLSMR library; coupled PK/LDH NADH assays, four targets; IC50, µM (highest dose often 10 µM), for the others: top-dose inhibition; 0.02% of 65,000 active; AID 774, 2007;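 active = single-dose screening hits from any of four coupled enzyme assays that gave an IC50 when retested across doses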;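 note: the DPM-DC format reads NADH fluorescence rather than 340 nm absorbance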
RORA act: activators of orphan receptor RORA, primary screen, cell-based, luminescence. activation, % at 10 µM. CHO-K1 Gal4-RORA LBD luciferase reporter; percent increase over mock-subtracted basal signal. 1.5% of 65,000 active;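 active = activation above the mean of all tested compounds plus 3 SD, cut at about 49% in these data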;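 note: 0% = DMSO-treated RORA cells and 100% = added signal equal to DMSO minus mock-transfected cells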
Target sequence (P35398 whole entry, looked up, the tested form may be a part): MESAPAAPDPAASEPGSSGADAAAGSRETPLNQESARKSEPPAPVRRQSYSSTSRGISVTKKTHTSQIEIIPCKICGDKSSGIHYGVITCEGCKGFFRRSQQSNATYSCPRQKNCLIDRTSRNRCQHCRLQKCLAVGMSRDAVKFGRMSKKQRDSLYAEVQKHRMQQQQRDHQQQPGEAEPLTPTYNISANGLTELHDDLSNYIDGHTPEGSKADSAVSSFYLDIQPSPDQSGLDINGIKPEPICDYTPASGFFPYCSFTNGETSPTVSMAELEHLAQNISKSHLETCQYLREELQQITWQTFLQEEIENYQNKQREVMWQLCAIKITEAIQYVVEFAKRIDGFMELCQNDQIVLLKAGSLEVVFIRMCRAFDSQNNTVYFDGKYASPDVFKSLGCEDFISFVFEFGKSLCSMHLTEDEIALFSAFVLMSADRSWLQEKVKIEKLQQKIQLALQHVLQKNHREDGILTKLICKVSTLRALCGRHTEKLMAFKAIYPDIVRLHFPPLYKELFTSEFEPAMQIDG
SF1 activator: activators of human SF-1, primary screen, cell-based, CHO-K1, Gal4-SF-1 LBD, luciferase luminescence; Steroidogenic factor 1 (Homo sapiens), Q13285; CHO-K1 Gal4-SF-1 LBD luciferase reporter; % increase over DMSO SF-1-specific signal; activation, % at 10 µM; 1.9% of 65,000 active; AID 522, 2006;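 active = activation above the mean activation of all tested compounds plus 3 SD, cut at about 50% in these data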
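Assay system: CHO-K1 cells co-transfected with Gal4 DBD–human SF-1 LBD, 5xGal4 luciferase reporter / Input: 4,000 cells per well / Incubation: 20 h compound exposure at 37 °C after 1 h cell settling / Detection: SteadyLite luciferase luminescence / Control set: DMSO negative control and −SF1 background wells / Replication: one test per compound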
5-HT1A blocker: human 5-HT1a receptor antagonists, primary screen, cell-based, CHO, Ga15 NFAT-bla reporter; 5-hydroxytryptamine receptor 1A (Homo sapiens), P08908; CHO 5-HT1a Ga15 NFAT-bla reporter, antagonist mode; inhibition, % at 10 µM; 0.68% of 62,000 active; AID 612, 2007;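 active = inhibition above the mean of all tested compounds plus 3 SD, cut at about 43% in these data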;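 note: receptor stimulated by 5-CT agonist at 100 nM near EC80; beta-lactamase reporter measured by ratiometric fluorescence of a cleavable substrate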
Autofluor 339: intrinsic fluorescence of library compounds, ex339/em460 – biochemical, MLSMR library, data from DPM-DC assay, artefact control, profiling panel; compound autofluorescence, ex339/em460 nm, NADH buffer; hits give high values; 1 = no-compound wells, NADH background; fluorescence fold increase at 10 µM; 5.5% of 65,000 active;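 active = at 10 µM, mean starting fluorescence two-fold or more over control wells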;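 note: signal is the first read of a kinetic run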
MMP-13 inhibitor: human MMP13 inhibitors, primary screen, biochemical, FRET peptide cleavage; MMP-13 fTHP FRET cleavage, Mca fluorescence; 0.07% of 65,000 active; inhibition, % at 4 µM; Collagenase 3 (Homo sapiens), P45452;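 active = inhibition above the mean of compound-free control plate wells plus 3 SD, cut at about 14% in these data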;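 note: 0% = DMSO wells and 100% = wells with reference MMP-13 inhibitor after basal subtraction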
A340 absorber: compound light absorbance at 340 nm, profiling panel, artefact control, biochemical, MLSMR library, data from PS, PMK, MK assays | AID 708, 2007 | compound absorbance at 340 nm, fold over control | 65,000 tested, under 10 active | fold change at 10 µM;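 active = at 10 µM dose, initial 340 nm absorbance at least 2 fold that of control wells; inactive = change under 2 fold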;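 note: initial absorbance extrapolated from kinetic A340 decline of NADH oxidation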
TNAP act mid DEA: human TNAP enzyme activators, primary screen, biochemical, luminescent, intermediate phosphate acceptor level | purified TNAP, CDP-star luminescence, 100 mM DEA, 30 min; hits give high values; scale: 0 levamisole-inhibited, 1 vehicle-only enzyme | 64,000 tested, under 10 active | activation factor at 20 µM | Alkaline phosphatase, tissue-nonspecific isozyme (Homo sapiens), P05186 | AID 813, 2007;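 active = activation factor of at least 2 at 20 µM, relative to controls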
Target sequence (P05186 whole entry, looked up): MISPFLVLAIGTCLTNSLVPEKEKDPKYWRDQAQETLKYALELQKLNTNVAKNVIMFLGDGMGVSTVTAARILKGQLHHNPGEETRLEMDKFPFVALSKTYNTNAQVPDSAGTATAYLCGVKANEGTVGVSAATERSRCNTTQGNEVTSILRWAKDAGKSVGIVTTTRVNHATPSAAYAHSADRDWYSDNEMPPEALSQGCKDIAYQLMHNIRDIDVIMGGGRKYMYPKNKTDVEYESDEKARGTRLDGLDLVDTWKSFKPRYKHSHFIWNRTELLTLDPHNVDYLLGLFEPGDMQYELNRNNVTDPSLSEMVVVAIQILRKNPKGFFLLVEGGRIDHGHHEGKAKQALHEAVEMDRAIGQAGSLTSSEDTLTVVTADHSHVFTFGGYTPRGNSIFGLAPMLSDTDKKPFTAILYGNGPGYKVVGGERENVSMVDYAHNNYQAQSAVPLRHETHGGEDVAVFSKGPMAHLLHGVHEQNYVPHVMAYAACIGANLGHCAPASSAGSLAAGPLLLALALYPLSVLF
* hit, by the source's call; nt = not tested or not shown; [ ] = another dose, or the depositor's remark.

SMILES	HTR1A agonist	NADH coupling	RORA act	SF1 activator	5-HT1A blocker	Autofluor 339	MMP-13 inhibitor	A340 absorber	TNAP act mid DEA
O=C(O)C1C2C=CC3(CN(Cc4ccncc4)C(=O)C13)O2 (configuration not stated)	-1.9	4%	-7	-9	-4	0.98	0	1	1
COc1ccc(-n2c(C)cc(C(=O)CSc3nn4c(=O)c(C(C)(C)C)nnc4s3)c2C)cc1	-1.4	7%	17	-11	-11	1.2	-7	1.1	0.9
COc1ccccc1N1CCN(Cc2ccc(OC)c(OC)c2OC)CC1	3.8	16%	-22	-29	62*	1.1	2	1.1	1
Cc1ccc(C(=O)NCC2CCCO2)cc1N1CCCC1=O (configuration not stated)	-1.6	5%	-1	-3	5	1.1	-3	1	1
Cc1ccc2c(c1)-c1cc(C)nn1C(c1sccc1C)N2 (configuration not stated)	4.6	14%	-1	6	8	2.2*	-10	1	0.9
COCCN(CC(=O)Nc1ccccc1C)S(=O)(=O)c1ccc(S(=O)(=O)N2CCCC2)cc1	1.6	2%	-13	0	-13	1.1	3	0.97	0.9
c1ccc(CCn2nnnc2CN2CCN(C3CCCC3)CC2)cc1	-1.3	3%	-18	-1	-3	1	4	0.99	1
CCSC(C)CC1CC(=O)CC(=O)C1 (configuration not stated)	-0.4	5%	-3	3	-5	1.1	-3	1	0.9
COc1cc(C(c2sc3nc(C)nn3c2O)N2CCC3(CC2)OCCO3)cc(OC)c1OC (configuration not stated)	0.3	7%	32	-7	16	1.1	3	1	0.9
CCc1nc(NCC2CCCN2CC)c2nnn(Cc3ccccc3F)c2n1 (configuration not stated)	1.6	5%	-8	-12	6	1	4	1	0.9
Nc1ccc(C(=O)c2ccccc2C(=O)O)cc1Cl	0.2	6%	2	11	3	1.1	-1	0.98	0.9
Cc1ccccc1CSCC(=O)NC(=O)NCc1ccco1	-2.8	7%	-7	3	6	1.1	-7	1	0.9
O=C(Nc1ccccc1)c1ccc2nc(-c3ccco3)c(-c3ccco3)nc2c1	-3.4	10%	-21	4	16	2.6*	5	1.1	0.8
CCOC(=O)C1C(=O)Nc2nc(C)nn2C1c1ccccc1 (configuration not stated)	1.3	0%	-4	-2	-12	1.2	0	1	0.9
O=C(Nc1ccon1)c1cccc(S(=O)(=O)N2CCCC2)c1	-1.9	1%	-19	-8	-14	1	-1	1	1
O=C(NC1CCCCC1)N1CCSC1=Nc1ccccc1	0.4	10%	-10	-7	nt	1	-1	1	0.9
Cc1ccnc(SCCn2c(Br)nc3c2c(=O)n(C)c(=O)n3C)n1	1.4	6%	3	9	1	1.1	1	1	0.9
CNc1ccccc1-c1nc2ccccc2n(C)c1=O	-0.8	2%	6	5	nt	1	-4	1.1	0.8
Nc1c(S(=O)(=O)c2cccs2)c2nc3ccccc3nc2n1CC1CCCO1 (configuration not stated)	1.2	4%[fluoresces]	-2	2	3	3*	-358[fluorescence artefact?]	1	0.8
O=C(CSc1nc(-c2ccc(F)cc2)cs1)N1CCOCC1	-0.1	2%	12	29	-7	1	-2	0.99	0.8
COCCNc1oc(COc2cccc(C)c2)nc1C#N	-2.6	1%	11	19	-7	1.1	-1	1	0.9
O=C(CNC(=O)c1cccs1)NCCN1CCN(Cc2ccccc2)CC1	0.3	8%	4	6	-16	1	4	0.99	0.9
COC(=O)c1ccc(OC(=O)c2nn(C)cc2Cl)c(OC)c1	0.5	9%	-13	-3	12	1.1	2	1.1	0.9
O=C(c1ccc(CS(=O)(=O)c2ccccc2)o1)N1CCN(c2ncccn2)CC1	-5.2	3%	1	0	-4	1.1	3	1	0.9
Cc1cc(C)c2cc(CN(Cc3ccco3)C(=O)NCc3ccccc3)c(=O)[nH]c2c1	-1.4	6%	14	-31	15	1.8	-4	1	1
Cc1ccc(CCN2CC(C(=O)NCCCN3CCN(C)CC3)CC2=O)cc1 (configuration not stated)	2.7	1%	3	-34	-3	1.1	6	1.1	1
Cc1oc2nc(SCCCC(=O)NCCO)nc(N)c2c1C	-0.1	6%	6	-4	-10	1	1	1	1
CCc1cc2c(C)cc(=O)oc2cc1OC(=O)C1CCCN1C(=O)OC(C)(C)C (configuration not stated)	1.2	11%[fluoresces]	5	10	16	4.9*	-40	1	0.9
OC(COc1ccc(OCc2ccccc2)cc1)CN1CCOCC1 (configuration not stated)	-0.9	5%	13	8	-1	1.1	1	1.1	0.9
CCC(=O)c1ccccc1OCCCN1C(=O)NC(C)(C)C1=O	-2.0	5%	-5	-1	-10	1.1	2	1	0.9
CCOC(=O)c1c(CN2CCCCC2)n(C)c2cc(Br)c(O)c(CN(C)C)c12	0.5	6%	2	5	-15	1.1	-3	1.1	1
COc1cccc(Nc2ncc(C(=O)O)c3ccccc23)c1	-4.1	10%	9	14	2	1	2	1.2	0.9
CSc1nc(-c2ccco2)nn1C(=O)Cc1ccccc1	-2.6	9%	-12	18	-15	1.1	6	1	0.9
COc1ccc(C(NC(C)=O)c2ccc3cccnc3c2O)c(OC)c1 (configuration not stated)	-2.4	3%	-49	-82	18	1	5	1	1.3
O=C(C1=COCCO1)N1CCN(S(=O)(=O)c2cccc(Cl)c2Cl)CC1	-1.1	6%	-18	-13	4	1.1	-4	1	0.9
Cn1c(=O)c(C(=O)Nc2cnccn2)c(O)c2ccccc21	1.0	2%	52*	29	5	1.1	4	1.1	0.9
CCCCCCn1cc(C(=O)O)c(=O)c2ccccc21	2.4	4%	14	9	nt	1.1	2	1.1	0.9
COc1ccccc1C(=O)NCCN1CCN(C(=O)c2ccccc2OC)CC1	-1.5	4%	-8	-2	2	1.2	-24	1	1
Cc1ccc(-c2nc3cnccn3c2Nc2ccccc2)o1	-2.8	9%[fluoresces]	49*	37	26	2.1*	-1	1.1	1.1
CC(=O)NCC(=O)N(c1ccccc1)C1(C(=O)NC2CCCCC2)CCCCC1	-0.2	6%	-11	-7	6	1.1	2	0.97	1

2 entries drawn at random from the list so far, as already listed:
SMILES	HTR1A agonist	NADH coupling	RORA act	SF1 activator	5-HT1A blocker	Autofluor 339	MMP-13 inhibitor	A340 absorber	TNAP act mid DEA
COc1ccc(C(NC(C)=O)c2ccc3cccnc3c2O)c(OC)c1 (configuration not stated)	-2.4	3%	-49	-82	18	1	5	1	1.3
Cc1ccc(-c2nc3cnccn3c2Nc2ccccc2)o1	-2.8	9%[fluoresces]	49*	37	26	2.1*	-1	1.1	1.1

Further entries.
SMILES	HTR1A agonist	NADH coupling	RORA act	SF1 activator	5-HT1A blocker	Autofluor 339	MMP-13 inhibitor	A340 absorber	TNAP act mid DEA
CCC(c1nnnn1Cc1ccco1)N(CCc1ccccc1)Cc1cc2cccc(C)c2[nH]c1=O (configuration not stated)	3.1	11%	12	40	5	1.1	-4	1	0.9
COc1ccccc1Nc1cc(C(=O)NCCCN2CCOCC2)c2ccccc2n1	0.9	3%	-14	-4	14	1.1	-11	1.1	1
O=c1nc(C(F)(F)F)nc2ccccn12	21*	5%	1	-6	9	1.2	6	1.1	0.9
COc1ccc2cc(CCNC(=O)C(C)C)c(=O)[nH]c2c1	-2.0	3%	12	-6	-10	1.1	0	1.1	1
C=CCn1c(C)cc(C(=O)CSc2nnc(NCc3ccccc3)s2)c1C	-0.9	4%	32	59*	22	1.1	4	1.1	0.9
COc1cccc(C(=O)OCc2ccccc2C#N)c1O	-3.1	0%	-13	2	-8	1.1	-2	1	0.9
Cc1cccc(NC(=O)CSc2nnc(-c3ccccc3C)o2)c1	-1.3	2%	16	43	-3	1	2	0.99	1
COC(=O)CCc1c(C)[nH]c(=S)[nH]c1=O	11	2%	-18	-3	nt	1.1	4	0.98	1
C=CCN1C(=O)CN=C1Nc1ccc(OC)cc1OC	-1.4	8%	-15	-3	-4	1	4	1	0.9
Cc1cc(C)c2c(N)c(C(=O)N3CCCCCC3)sc2n1	-2.3	7%	-19	-10	0	2.2*	-6	1.1	0.9
CCCC1CC(=O)OC1(C)C(=O)CSc1n[nH]c(-c2ccccc2)n1 (configuration not stated)	-0.2	2%	14	6	nt	1.1	4	1	0.8
CC1Cc2ccccc2N1C(=O)c1ccc2snnc2c1 (configuration not stated)	-2.6	5%	4	-14	12	0.8	-4	1	0.9
CN1CC(=O)N/C1=N\C(=O)Nc1ccc2c(c1)N(C)C(=O)CS2	-0.6	6%	-8	-4	-6	1	4	1	1.1
O=C(CCNC(=O)Cn1ccc2ccccc2c1=O)NCCN1CCN(c2cccc(Cl)c2)CC1	3.9	5%	13	-6	-4	1.1	-5	1	0.9
CCCCNC(=O)c1cc2c(=O)n3cccc(C)c3nc2n(Cc2ccccc2)c1=N	2.7	4%[fluoresces]	-14	0	8	4*	-163[fluorescence artefact?]	1.1	0.8
O=C(Cn1c(=O)oc2ccccc21)NCc1ccco1	-2.9	6%	-1	-5	0	1.1	7	1	0.9
O=C(CCCc1cccs1)N1CCN(S(=O)(=O)c2ccccc2Br)CC1	-1.0	5%	-9	5	3	1.1	-1	1	1
CC(C)[C@H](NC(=O)OC(C)(C)C)c1nnc(SCC(=O)Nc2ccc(Br)cc2)o1	-2.3	3%	6	8	35	1	0	1	0.9
Cc1nc2ccc(S(=O)(=O)N(C)CC(=O)N3CCc4ccccc43)cc2s1	-2.0	6%	-1	-6	9	1.1	-1	0.98	0.9
Cn1c(O)c(C=Nc2ccc(Cc3ccncc3)cc2)c(=O)n(C)c1=O	-1.4	2%	-7	-2	nt	1	1	1.1	0.9

Of the compounds above, these have an aryl thioether with sulfur outside any ring.
SMILES	HTR1A agonist	NADH coupling	RORA act	SF1 activator	5-HT1A blocker	Autofluor 339	MMP-13 inhibitor	A340 absorber	TNAP act mid DEA
COc1ccc(-n2c(C)cc(C(=O)CSc3nn4c(=O)c(C(C)(C)C)nnc4s3)c2C)cc1	-1.4	7%	17	-11	-11	1.2	-7	1.1	0.9
Cc1ccnc(SCCn2c(Br)nc3c2c(=O)n(C)c(=O)n3C)n1	1.4	6%	3	9	1	1.1	1	1	0.9
O=C(CSc1nc(-c2ccc(F)cc2)cs1)N1CCOCC1	-0.1	2%	12	29	-7	1	-2	0.99	0.8
Cc1oc2nc(SCCCC(=O)NCCO)nc(N)c2c1C	-0.1	6%	6	-4	-10	1	1	1	1
CSc1nc(-c2ccco2)nn1C(=O)Cc1ccccc1	-2.6	9%	-12	18	-15	1.1	6	1	0.9
C=CCn1c(C)cc(C(=O)CSc2nnc(NCc3ccccc3)s2)c1C	-0.9	4%	32	59*	22	1.1	4	1.1	0.9
Cc1cccc(NC(=O)CSc2nnc(-c3ccccc3C)o2)c1	-1.3	2%	16	43	-3	1	2	0.99	1
CCCC1CC(=O)OC1(C)C(=O)CSc1n[nH]c(-c2ccccc2)n1 (configuration not stated)	-0.2	2%	14	6	nt	1.1	4	1	0.8
CC(C)[C@H](NC(=O)OC(C)(C)C)c1nnc(SCC(=O)Nc2ccc(Br)cc2)o1	-2.3	3%	6	8	35	1	0	1	0.9

No enrichment for hits; 8.9% or so of the library scored in one or more.
